Screens (PubChem)
GLS inhibitor: qHTS for Inhibitors of Glutaminase (GLS); GLS enzymatic activity, qHTS titration; Glutaminase kidney isoform, mitochondrial (Homo sapiens), O94925; 0.21% of 410,000 active; Potency, µM (highest dose often 45.5 µM), inactives show top-dose activity change, negative = inhibition, usual class: inhibitors; also: % is scaled to controls: 0 for no effect and ±100 for the full control effect
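Human kidney-isoform GLS in 45 mM KH2PO4 pH 8.2, 0.02% Tween-20, with compound, started with 1mM L-Glutamine (added stock). Glutamate oxidase/HRP/Amplex red coupled fluorescence read at start and after 30 min at RT.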
HP1b binding inh: HTS for Inhibitors of HP1-beta Chromodomain Interactions with Methylated Histone Tails; Chromobox protein homolog 1 (Homo sapiens), P83916; Potency, µM (highest dose often 114 µM), for the others: top-dose activity change, negative = inhibition, usual class: inhibitors; AID 540317, 2011; AlphaScreen HP1-beta / biotin-H3K9me3 peptide binding; 0.56% of 390,000 active; also: nearly all actives have a fitted effect of over 70% in size; inactives centre near 23
Target sequence (P83916 whole entry, looked up): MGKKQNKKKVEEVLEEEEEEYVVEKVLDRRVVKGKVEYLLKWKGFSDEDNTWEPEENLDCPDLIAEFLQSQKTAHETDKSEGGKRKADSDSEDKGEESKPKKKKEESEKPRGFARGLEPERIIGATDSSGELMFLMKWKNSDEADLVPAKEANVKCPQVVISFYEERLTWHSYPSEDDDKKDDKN
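AlphaScreen: HP1-beta (50 nM) preformed 30 min with biotin-H3(1-18)K9me3 peptide (50 nM) in PBS pH 7.4, 0.01% Tween-20. Compound added for 30 min at RT, then streptavidin donor/nickel chelate acceptor beads (10 ug/mL) for 30 min.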
ERG Ets-DNA blk: qHTS for Small Molecule Inhibitors of the ERG Ets/DNA interaction; Transcriptional regulator ERG (Homo sapiens), P11308; fluorescence polarization, His-ERG Ets domain / labelled DNA; Potency, µM (doses to about 76.9 µM), inactives show top-dose FP activity, negative = inhibition, actives largely listed as inhibitors; 0.028% of 370,000 active; active = well fitted inhibition curve with a large enough effect in the polarisation, with a control signal flat; inconclusive = small, poorly fitted or top-dose-only effect, or effect the other way, or a change in a side signal; inactive = no such curve, though single readings can be large or run the other way; the % refers to the polarisation;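 also: polarization taken with two DNA probes labelled with fluorescein and Texas red; % of control where 0% means no effect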
Target sequence (P11308 whole entry, looked up, the tested form may be a part): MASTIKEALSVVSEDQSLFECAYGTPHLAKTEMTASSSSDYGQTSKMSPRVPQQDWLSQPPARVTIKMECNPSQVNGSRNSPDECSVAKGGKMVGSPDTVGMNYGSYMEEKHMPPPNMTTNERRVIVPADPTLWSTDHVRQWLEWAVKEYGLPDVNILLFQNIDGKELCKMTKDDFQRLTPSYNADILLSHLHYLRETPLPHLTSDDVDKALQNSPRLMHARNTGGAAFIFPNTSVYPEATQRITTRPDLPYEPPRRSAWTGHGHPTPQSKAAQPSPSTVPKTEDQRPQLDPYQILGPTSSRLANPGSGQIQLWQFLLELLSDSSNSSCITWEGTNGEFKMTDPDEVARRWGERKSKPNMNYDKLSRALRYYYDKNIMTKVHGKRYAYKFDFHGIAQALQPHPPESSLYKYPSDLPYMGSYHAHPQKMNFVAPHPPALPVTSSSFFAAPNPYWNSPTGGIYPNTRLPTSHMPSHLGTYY
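His-tagged ERG Ets domain (1 uM in the protein solution; 300mM KCl, 50mM Tris-HCl, 1mM EDTA, 1mM DTT, pH 7.5) received compound, then a probe mix of 5 nM fluorescein-DNA and 100nM Texas-615-DNA. Fluorescence polarization was read for both dyes.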
Pin1 inhibitor: qHTS Assay to Find Inhibitors of Pin1; Peptidyl-prolyl cis-trans isomerase NIMA-interacting 1 (Homo sapiens), Q13526; Pin1 FP peptide displacement, HiFluor488, 10 min; Potency, µM (top dose mostly 115 µM), for the others: at the highest dose activity, negative = inhibition, most hits filed as inhibitors; 0.009% of 390,000 active; AID 504891, 2011; active = well fitted inhibition curve with a large enough effect in the polarisation, with a control signal flat, not every such curve was filed as active; inconclusive = small, poorly fitted or top-dose-only effect, or effect the other way, or a change in a side signal; inactive = no such curve, though single readings can be large or run the other way; the % refers to the polarisation; also: % is scaled to controls: 0 for no effect and ±100 for the full control effect
12-LOX inh: Primary qHTS assay for inhibitors of human arachidonate 12S-lipoxygenase (ALOX12): Round 2; purified 12hLO, xylenol orange hydroperoxide absorbance; Potency, µM (series often up to 108 µM), for inactives: at the top dose activity change, negative = inhibition, actives largely listed as inhibitors; 1.1% of 580,000 active; AID 1671190, 2021; Polyunsaturated fatty acid lipoxygenase ALOX12 (Homo sapiens), P18054; also: % is scaled to controls: 0 for no effect and ±100 for the full control effect
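Purified human 12hLO (150 nM final) in 25 mM Hepes, 0.01% Triton X-100, pH 7.0 was preincubated 15 min at room temperature with compound. Then 40 uM arachidonic acid was added, 30 min. Hydroperoxide was read by Fe-XO absorbance ratio 573/405 nm.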
JMJD2A Tudor inh: qHTS Assay for Inhibitors of JMJD2A-Tudor Domain; AlphaScreen JMJD2A-Tudor / H3K4me3 peptide binding; Potency, µM (doses to about 114 µM), inactives show top-dose activity change, negative = inhibition, usual class: inhibitors; 4.4% of 390,000 active; also: % is scaled to controls: 0 for no effect and ±100 for the full control effect; nearly all actives have a fitted effect of over 50% in size
rTrxR1 inhibitor: qHTS Assay for Inhibitors of Mammalian Selenoprotein Thioredoxin Reductase 1 (TrxR1): qHTS | AID 588453, 2011 | Potency, µM (top dose mostly 114 µM), for inactives: at the highest dose activity change, negative = inhibition, actives largely listed as inhibitors | recombinant rTrxR1, NADPH fluorescence consumption, selenite substrate | 1% of 390,000 active; also: % is scaled to controls: 0 for no effect and ±100 for the full control effect; nearly all actives have a fitted effect of over 65% in size
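Rat TrxR1 (90 nM in the dispensed reagent) was pre-reduced with 400 uM NADPH for 5 min at room temperature, then incubated with compound for 15 min. After 400 uM selenite was added, NADPH fluorescence (Ex 340/Em 450 nm) was followed for 8 min.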
PGK inhibitor: qHTS Assay to Find Inhibitors of Phosphoglycerate Kinase. Phosphoglycerate kinase, glycosomal (Trypanosoma brucei brucei), P07378. PGK/GAPDH coupled, Kinase-Glo luminescence, 60 min. Potency, µM (doses to about 57.5 µM), without a hit: top-dose activity change, negative = inhibition, actives largely listed as inhibitors. 0.043% of 380,000 active. AID 602233, 2012; also: % is scaled to controls: 0 for no effect and ±100 for the full control effect; nearly all actives have a fitted effect of over 60% in size
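Luminescent ATP detection (Kinase-Glo Plus) follows a 60-minute room-temperature incubation, with wells lacking PGK as controls. Buffer: 100 mM TEA (pH 7.6), 5 mM MgCl2, 0.01% Tween-20. Coupling enzyme GAPDH (100 nM final) supplies unstable 1,3-BPG in-well.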
RGS4 inh: Inhibitors of Regulator of G Protein Signaling (RGS) 4: qHTS; Regulator of G-protein signaling 4 (Homo sapiens), P49798; Transcreener GDP fluorescence polarization, RGS4-accelerated GTP hydrolysis; Potency, µM (highest dose often 114 µM), inactives show top-dose activity change, negative = inhibition, most hits filed as inhibitors; 0.039% of 390,000 active; AID 504845, 2011; also: % is scaled to controls: 0 for no effect and ±100 for the full control effect; nearly all actives have a fitted effect of over 75% in size; some results filed as inactive show a strong effect at the top dose
Target sequence (P49798 whole entry, looked up): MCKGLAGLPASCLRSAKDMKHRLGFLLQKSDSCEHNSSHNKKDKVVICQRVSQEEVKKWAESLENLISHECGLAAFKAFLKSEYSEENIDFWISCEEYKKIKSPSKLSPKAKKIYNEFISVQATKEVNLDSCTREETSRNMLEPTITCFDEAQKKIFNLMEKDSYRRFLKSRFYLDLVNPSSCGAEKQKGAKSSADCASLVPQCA
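MLSMR compounds (23 nl, pin-transferred) preincubated 10 min at room temperature with a 500nM (2x) first reagent, then RGS4 at 900nM (2x) plus Transcreener GDP mix added; fluorescence polarization (620/688 nm) read before and after 90 min at 30 °C.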
* marks the source's active call; other numbers are inactive results; i = inactive; ? = inconclusive; · = no result given; & = joins results of further samples; [ ] = remark or other dose. Unless noted, calls follow the shape of the dose curve; as a rule, active = well fitted curve in the direction sought with a large enough effect; inconclusive = small, poorly fitted or top-dose-only effect, or another doubt; inactive = no such curve, though single readings can be large; an effect the other way counts as inactive or inconclusive. Potency is read from the fitted curve at half-maximal effect. Some of the compounds tested; rates above refer to the full screens.

Preview, 10 compounds:
GLS inhibitor | HP1b binding inh | ERG Ets-DNA blk | Pin1 inhibitor | 12-LOX inh | JMJD2A Tudor inh | rTrxR1 inhibitor | PGK inhibitor | RGS4 inh | SMILES
2% | 13% | -7% | ? | -23% | ? | 16% | -6% | 51% | COC(=O)c1ccc(N2CCN(S(=O)(=O)c3ccc(C)cc3)CC2)c([N+](=O)[O-])c1
0% | 30% | -14% | -7% | 2% | -14% | 14%[57.1 µM] | -6% | -50% | CC(C)(C)c1ccc(OCC(=O)Nc2ccncc2)cc1
0% | 19% | 5% | -6% | -9% | -24% | -16% | i | -20% | COc1cccc(/C(O)=C2/C(=O)C(=O)N(CCCN3CCOCC3)C2c2ccncc2)c1 (stereo not given)
9% | 9% | · | 1% | -27% | -10% | 4% | 10% | 7% | Cc1[nH]nc(SCC(=O)NC(C)c2ccccc2)c1[N+](=O)[O-] (stereo not given)
1% | 24% | -1% | -5% | 14% | -2% | 18% | 2% | -13% | Cc1cc(NC(=O)c2nn3cccnc3c2Cl)no1
3% | -23% | 1% | ? | ? | 50µM* | -13% | ? | ? | COc1ccc(C(=O)N2C(=S)NC(=O)/C2=C\c2ccc(C)cc2)cc1
1% | 23% | 5% | 2% | -1% | -6% | -16% | -2% | -8% | CC(C)[C@H](NC(=O)c1ccco1)C(=O)N(C)Cc1ccc(C(F)(F)F)cc1
0% | -21% | 11% | 2% | ? | 2.8µM* | -6%[57.1 µM] | -5% | 13% | c1ccc(CCNCCOc2ccccc2)cc1
-1% | 20% | -2% | 1% | 26% | -19% | 14% | 0% | 3% | CCN(Cc1ccccc1)C(=O)c1ccc(C)c(S(=O)(=O)N2CCCCC2)c1
27% | 45%[activator] | 11% | -9% | ? | -11% | 21% | -22% | -5% | COc1ccc(NC(=S)N2CCN(c3ncccn3)CC2)c(OC)c1

This part in full, previewed entries included:
GLS inhibitor | HP1b binding inh | ERG Ets-DNA blk | Pin1 inhibitor | 12-LOX inh | JMJD2A Tudor inh | rTrxR1 inhibitor | PGK inhibitor | RGS4 inh | SMILES
2% | 13% | -7% | ? | -23% | ? | 16% | -6% | 51% | COC(=O)c1ccc(N2CCN(S(=O)(=O)c3ccc(C)cc3)CC2)c([N+](=O)[O-])c1
0% | 30% | -14% | -7% | 2% | -14% | 14%[57.1 µM] | -6% | -50% | CC(C)(C)c1ccc(OCC(=O)Nc2ccncc2)cc1
0% | 19% | 5% | -6% | -9% | -24% | -16% | i | -20% | COc1cccc(/C(O)=C2/C(=O)C(=O)N(CCCN3CCOCC3)C2c2ccncc2)c1 (stereo not given)
9% | 9% | · | 1% | -27% | -10% | 4% | 10% | 7% | Cc1[nH]nc(SCC(=O)NC(C)c2ccccc2)c1[N+](=O)[O-] (stereo not given)
1% | 24% | -1% | -5% | 14% | -2% | 18% | 2% | -13% | Cc1cc(NC(=O)c2nn3cccnc3c2Cl)no1
3% | -23% | 1% | ? | ? | 50µM* | -13% | ? | ? | COc1ccc(C(=O)N2C(=S)NC(=O)/C2=C\c2ccc(C)cc2)cc1
1% | 23% | 5% | 2% | -1% | -6% | -16% | -2% | -8% | CC(C)[C@H](NC(=O)c1ccco1)C(=O)N(C)Cc1ccc(C(F)(F)F)cc1
0% | -21% | 11% | 2% | ? | 2.8µM* | -6%[57.1 µM] | -5% | 13% | c1ccc(CCNCCOc2ccccc2)cc1
-1% | 20% | -2% | 1% | 26% | -19% | 14% | 0% | 3% | CCN(Cc1ccccc1)C(=O)c1ccc(C)c(S(=O)(=O)N2CCCCC2)c1
27% | 45%[activator] | 11% | -9% | ? | -11% | 21% | -22% | -5% | COc1ccc(NC(=S)N2CCN(c3ncccn3)CC2)c(OC)c1
15%&3% | 35%&39%[activator] | -9%&1% | 0%&6% | ? | 5%&-1% | 9%[57.1 µM] | -1%&4% | 19%&17% | O=C(CCSCc1ccccc1Cl)N1CCN(c2cccc(Cl)c2)CC1
-20% | 20% | 17% | 0% | 2% | -15% | -26%[57.1 µM] | 4% | 11% | O=C(NNC(=S)NC1CC2C=CC1C2)c1ccncc1 (stereo not given)
1% | 42%[activator] | 3% | -6% | 32%[activator] | -14% | 7% | i | -32% | COC(=O)c1cc(S(=O)(=O)N2c3ccccc3CC2C)cn1C (stereo not given)
-1% | 22% | -1% | 0% | -20% | -22% | 2% | -4% | 5% | OCC1(Cc2ccccc2)CCN(Cc2cnc(-c3cccc4ccccc34)nc2)CC1
5%&4% | 48%&6%[activator] | 0%&1% | -3%&0% | -1%&-22% | -21%&-14% | 13%[57.1 µM] | -10%&8% | 3%[56.9 µM] | CC(C)N(CCCNC(=O)Cn1ncc2c([nH]c3ccccc32)c1=O)Cc1ccccc1
11% | 28% | 13% | -3% | 0% | -6% | -10% | -3% | 35% | Cc1ccc(NC(=O)CSc2nnnn2C2CC2)cc1S(=O)(=O)N1CCOCC1
3% | 34% | 8% | 6% | 0% | -23% | 11%[57.1 µM] | i | -13% | C=CC[C@H](CC(=O)N[C@H](CO)Cc1ccccc1)C(=O)N[C@H](COC(=O)[C@@H](CC=C)CC(=O)OC(C)(C)C)Cc1c[nH]c2ccccc12
3% | 24% | 0% | 7% | 214%[activator] | -7% | 8%[57.1 µM] | 4% | 0% | CCN(Cc1ccccc1)S(=O)(=O)c1cc2[nH]c(=O)c(=O)[nH]c2cc1C
-6% | 43%[activator] | -21% | 1% | 84%[activator] | 0% | 52%[activator] | i | 6% | Nc1ccccc1C(=O)NCCN1CCNC1=O

Two consecutive compounds from above, quoted:
GLS inhibitor | HP1b binding inh | ERG Ets-DNA blk | Pin1 inhibitor | 12-LOX inh | JMJD2A Tudor inh | rTrxR1 inhibitor | PGK inhibitor | RGS4 inh | SMILES
1% | 42%[activator] | 3% | -6% | 32%[activator] | -14% | 7% | i | -32% | COC(=O)c1cc(S(=O)(=O)N2c3ccccc3CC2C)cn1C (stereo not given)
-1% | 22% | -1% | 0% | -20% | -22% | 2% | -4% | 5% | OCC1(Cc2ccccc2)CCN(Cc2cnc(-c3cccc4ccccc34)nc2)CC1
